# Screens (PubChem)
# Giardia FBPA inh: inhibitors of Giardia lamblia fructose-1,6-bisphosphate aldolase; purified Giardia FBPA; AID 2451; 0.71% of 290,000 active; A8B2U2; Potency, µM (top dose mostly 59.6 µM), for the others: at the highest dose activity, negative = inhibition, hits mostly inhibitors; also: potency is read from the fitted curve at half-maximal effect; nearly all actives have a fitted effect of over 55% in size
# Target sequence (A8B2U2 whole entry, looked up): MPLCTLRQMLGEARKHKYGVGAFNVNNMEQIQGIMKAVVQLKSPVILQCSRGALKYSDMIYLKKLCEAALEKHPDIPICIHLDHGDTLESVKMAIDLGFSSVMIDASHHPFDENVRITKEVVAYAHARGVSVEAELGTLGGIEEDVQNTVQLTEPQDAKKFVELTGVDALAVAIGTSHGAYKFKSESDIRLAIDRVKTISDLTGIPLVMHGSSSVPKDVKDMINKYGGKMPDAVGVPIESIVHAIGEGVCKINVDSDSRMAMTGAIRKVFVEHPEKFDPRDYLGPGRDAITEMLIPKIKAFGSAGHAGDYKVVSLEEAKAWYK
#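 Giardia FBPA (40 nM reagent) was preincubated 10 min at RT with compound (up to 57.5 uM final), then substrate plus GAPDH/TPI/NAD/arsenate coupling system with diaphorase/resazurin was added; resorufin fluorescence (525/598 nm) was read after 20 min.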
# AmpC inh detg: blocks E. coli AmpC beta-lactamase in detergent assay; P00811; AmpC hydrolysis of nitrocefin, absorbance 480 nm, 0.01% Triton; Potency, µM (highest dose often 114 µM), for the others: at the top dose activity change, negative = inhibition, usual class: inhibitors; 0.041% of 370,000 active; AID 485294;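 also: potency is read from the fitted curve at half-maximal effect; 0% = no-compound wells and -100% = no-enzyme wells; nearly all actives have a fitted effect of over 25% in size; some results filed as inactive show a strong effect at the top dose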
# Target sequence (P00811 whole entry, looked up): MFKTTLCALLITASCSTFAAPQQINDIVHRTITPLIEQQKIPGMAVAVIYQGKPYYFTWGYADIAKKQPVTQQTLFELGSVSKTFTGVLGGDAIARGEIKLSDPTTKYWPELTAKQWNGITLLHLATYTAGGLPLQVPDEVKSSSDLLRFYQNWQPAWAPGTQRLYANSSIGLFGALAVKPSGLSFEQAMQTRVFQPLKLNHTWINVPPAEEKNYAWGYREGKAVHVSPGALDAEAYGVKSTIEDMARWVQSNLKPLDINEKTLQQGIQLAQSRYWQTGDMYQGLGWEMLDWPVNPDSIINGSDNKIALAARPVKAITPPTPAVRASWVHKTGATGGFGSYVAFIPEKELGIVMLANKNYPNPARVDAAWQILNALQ
#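 AmpC (5.3 nM in the dispensed reagent) in 20 mM phosphate pH 7.0 with 0.01% (detergent screen) or 0.0001% Triton X-100 was preincubated with compounds for 15 min at room temperature. Nitrocefin was then added from an 800 uM solution, and hydrolysis was followed at 480 nm.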
# HCMV antiviral: inhibitors of human cytomegalovirus | HFF cells, HCMV-luciferase reporter, 72 h; active compounds read low | activity change, negative = inhibition, % at 57.5 µM | 4.5% of 410,000 active | AID 1259415; in the data active = activity change below about -60%; inconclusive = no clear call, values can overlap the other calls; inactive = above about -39%
#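 Steps: HFFs plated, 16 h 37C; compounds added; HCMV-luciferase added to MOI 1 PFU/cell; 72 h 37C; OneGlo reagent, 5 min room temperature; luminescence read, normalized to controls.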
# Sm TGR inh: blocks Schistosoma mansoni thioredoxin glutathione reductase. Q962Y6. 3% of 360,000 active. purified TGR, DTNB reduction, TNB absorbance 405 nm. Potency, µM (doses to about 114 µM), inactives show at the highest dose activity change, negative = inhibition, hits mostly inhibitors. AID 485364; also: potency is read from the fitted curve at half-maximal effect; nearly all actives have a fitted effect of over 60% in size
#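 TGR 20 nM + NADPH 100 uM (dispensed conc.), cpd preinc 15 min RT; start with NADPH (500 uM addition) then DTNB (15 mM addition). Kinetic TNB absorbance, 405 nm filter. Four-parameter Hill fit across titration.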
# HCV inh: HCV inhibition | Huh7.5.1 HCVcc-Cre infection, luciferase reporter, 44 h | Potency, µM (highest dose often 41.8 µM), for inactives: top-dose activity change, negative = inhibition, actives largely listed as inhibitors | 3.4% of 340,000 active | AID 651820; also: potency is read from the fitted curve at half-maximal effect
#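 1,000 cells/well; 4 h culture; + compound; + HCVcc-Cre (~0.5 moi); 44 h; luciferase substrate, RT 15 min; read 15 sec.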
# AMA1 RON2 block: inhibitors of Plasmodium falciparum AMA1-RON2 interaction | AlphaScreen AMA1-biotinylated RON2 peptide binding | 0.2% of 360,000 active | Potency, µM (series often up to 58.2 µM), for the others: at the highest dose activity change, negative = inhibition, usual class: inhibitors;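 also: potency is read from the fitted curve at half-maximal effect; 0% = vehicle wells and -100% = peptide control; nearly all actives have a fitted effect of over 45% in size; some results filed as inactive show a strong effect at the top dose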
#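 AMA1 (3D7) with his tag at 25 nM final met compounds first, then biotinylated RON2 peptide at 25 nM; detection used donor plus acceptor beads, 10 µg/mL apiece, read by AlphaScreen after 30 min at room temperature.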
# Numbers without * were called inactive; u = inconclusive; x = no result given; & = joins results of further samples; [ ] = another dose, or the depositor's remark. Unless noted, calls follow the shape of the dose curve; as a rule, active = well fitted curve in the direction sought with a large enough effect; inconclusive = small, poorly fitted or top-dose-only effect, or another doubt; inactive = no such curve, though single readings can be large; an effect the other way counts as inactive or inconclusive. Unless noted, % is scaled to controls: 0 for no effect and ±100 for the full control effect.
structure	Giardia FBPA inh	AmpC inh detg	HCMV antiviral	Sm TGR inh	HCV inh	AMA1 RON2 block
CC(NC(=O)OC(C)(C)C)C(=O)N1CCCC1C(=O)NC(Cc1ccccc1)C(N)=O (configuration not stated)	12%	-2%	21	-21%	0%	-1%
Cc1cc(F)ccc1NC(=O)c1ccc(NS(=O)(=O)c2cc(C(C)(C)C)ccc2C)cc1	-4%	u	6	1%	-16%	-5%
COc1ccc(C)cc1-n1[nH]nnc1=S	14µM*	0%	0	2%	0%	-12%
O=C(c1ccco1)N1CCN(c2ccc(Cl)cc2)CC1	1%	u	12	-26%	15%	5%
O=C(O)CC(Cc1ccc(Cl)cc1)C(=O)NCC12CC3CC(CC(C3)C1)C2 (configuration not stated)	11%	u	5	4%	17%	-1%
CN(C(=O)c1ccc2c(Cl)c3c(nc2c1)CCC3)c1ccccc1F	x	6%	-17	-1%	x	x
O=C(NCC1CCCO1)C1CCCN(S(=O)(=O)c2cccc3nsnc23)C1 (configuration not stated)	1%	-10%	-9	0%	2%	23%
COc1cccc(-c2nc(CS(=O)(=O)CC(=O)NCCCN3CCN(C)CC3)c(C)o2)c1	0%	-23%&15%	-14&-2	-23%&-11%	8%	9%
COc1cc(C(=S)N2CCCC2)ccc1OCc1ccc(C)cc1	-6%	11%	-21	5%	u	-15%
COc1ccc(C(=O)n2cnc3ccccc32)cc1	-9%	u	-5	-23%	3%	-7%
C=CCN(CC=C)CCOc1cccc(Oc2ccccc2)c1	u	-2%	20	x	2%	28%
COc1cccc(-c2ccc3c(N)c(C(=O)NC4CC4)sc3n2)c1	-7%	2%	48	-1%	-26%	21%
CC/C(=N\NC(=O)CNC(=O)/C=C/c1ccco1)c1ccccc1	4%	-1%	10	5%	-8%	-4%
CCCOc1ccc(C2C(C(=O)c3ccco3)=C(O)C(=O)N2CCCn2ccnc2)cc1 (configuration not stated)	-11%	0%	-8	-25%	11%	-3%
O=C(C(=O)N1CCN(c2ccc([N+](=O)[O-])cc2)CC1)c1cn(CC(=O)N2CCOCC2)c2ccccc12	x	u	10	3%	-1%	1%
c1ccc(C2CC(c3cccs3)n3nnnc3N2)cc1 (configuration not stated)	-5%	-8%	24	13%	15%	0%
CN(C(=O)c1ccc(NC(=O)C2CCN(C(=O)OC(C)(C)C)CC2)cc1)C1CCC1	x	x	-4	x	-26%	-6%
CC(C)(C)C(=O)Nc1nc2ccc(S(C)(=O)=O)cc2s1	0%	-7%	35	6%	0%	0%
Cc1cc(=O)c(C(=O)OC(C)C(=O)NC(N)=O)nn1-c1ccc(Cl)cc1 (configuration not stated)	4%	4%	4	-5%	10%	19%
COc1ccc(-c2noc(C3CCCN(C(=O)CCc4ccccc4)C3)n2)cc1 (configuration not stated)	-1%	1%	16	2%	-22%	-9%
Cn1c(=O)c2c(SCc3cccnc3)nc(C3CC3)nc2n(C)c1=O	12%	u	-29	-24%	-6%	-3%
CC(C)c1ccc(/C=N/NC(=O)c2ccccn2)cc1	-17%	2%	69	-17%	9%	106%[activator]
O=C(CSc1n[nH]c(=O)n1C1CC1)Nc1ccc(F)c(Cl)c1	x	x	32	x	-6%	13%
CCOC(=O)Cc1csc(CC(N)=O)n1	-18%	-1%	26	12%	18%	13%
Cc1sc(NC(=O)c2sc3nc4c(C)cccc4cc3c2N)c(C#N)c1C	u	-6%	-10	0%	u	16%
CCN(C(=O)COC(=O)c1nccnc1N)c1cccc2ccccc12	x	x	16	x	-13%	19%
O=C(Nc1cccc(C(=O)N2CCOCC2)c1)c1ccccc1	x	-7%	30	7%	10%	-2%
CS(=O)(=O)Nc1ccc(C2=NN(S(C)(=O)=O)C(c3ccc4c(c3)OCO4)C2)cc1 (configuration not stated)	0%	-2%	63	-2%	1%	-4%
O=C(CN1C(=O)C2C3CCC(C3)C2C1=O)NCc1ccco1 (configuration not stated)	3%	0%	51	-7%	18%	-2%
Cn1c(SCc2nc(-c3ccc(Cl)cc3)no2)nnc1-c1cccs1	-5%	-3%	-21	1%	-18%	12%
Cc1cc(C(=O)NNC(=S)NC(C)c2ccccc2)cs1 (configuration not stated)	3%	3%	-38	4%	-10%	27%
COc1ccc(NC(=O)CSc2nc3[nH]c(=O)cc(O)c3s2)cc1OC	x	-4%	4	-16%	-2%	0%
O=C(NC1CCCCCC1)c1cccc(COCC(F)(F)F)c1	3%	-14%	14	-7%	u	27%
COC[C@@H]1NS(=O)(=O)c2ccc(Br)cc2O[C@H]1c1ccccc1	x	x	9	x	u	-12%
CCCC(=O)NCc1nc2ccccc2n1C	1%	2%	17	1%	26%	-1%
COCCNC(=O)c1cc2cc(Br)cc(Br)c2oc1=O	6%	-6%	-25	1%	18%	-2%
c1cnc(-c2nnc3n2CCCCC3)cn1	0%	-13%	-11	-2%	12%	16%
O=C(NC1CCCC1)C(=O)N(Cc1cccnc1)C(C(=O)NCc1ccco1)c1ccccc1F (configuration not stated)	1%	8%	7	u	15%	0%
CCOC(=O)c1c(C)[nH]c(C)c1C(=O)COC(=O)/C=C/c1ccc(OC(F)F)cc1	-12%	-5%	-4	3%	32µM*	-10%
COc1cc(/C=N/NC(=O)c2cccc(C)c2)ccc1OCC(=O)Nc1ccccc1	x	x	85	x	-30%	-12%
Cc1ccc(Nc2nnc(-c3ccc(C)c(S(=O)(=O)N4CCCCC4)c3)c3ccccc23)cc1	x	10%	-8	-1%	x	x
COc1ccc(/C=C/C(=O)N[C@@H](C)C(=O)O)cc1	-1%	-12%	-9	4%	6%	-13%
O=C(Cn1nc(C(F)(F)F)c2c1CCC2)Nc1ccccc1C(F)(F)F	4%	-9%	6	-16%	1%	-13%
Cc1cc(N2CCCC2)nc2c(C)cccc12	3%	-7%	-21	x	0%	12%
Cc1ccc(NC(=O)CCCn2nc(C)c3sc4ccccc4c3c2=O)c(Cl)c1	x	-3%	8	-1%	x	x
CC12CCC(C(=O)NCCc3ccccc3)(OC1=O)C2(C)C (configuration not stated)	6%	u	-22	0%	18%	-4%
C=CCn1c(C)csc1=Nc1ccc(C(C)=O)cc1	-4%	u	-21	-22%	17%	0%
CN1C(=O)/C(=C/c2ccc(OCc3ccc(F)cc3)cc2)NC1=S	1%	-1%	-21	-2%	7%	42%[activator]
Cc1nn(C)cc1C1C(C#N)=C(N)N(c2cccnc2)C2=C1C(=O)CCC2 (configuration not stated)	-25%	-5%	18	-15%	23%	7%
CC1CCCN1CCC(C(N)=O)(c1ccccc1)c1ccccc1 (configuration not stated)	x	x	-15	x	0%	14%

# New compounds follow
structure	Giardia FBPA inh	AmpC inh detg	HCMV antiviral	Sm TGR inh	HCV inh	AMA1 RON2 block
CCOC(=O)c1c(S(=O)(=O)N2CCCC(C(=O)NCc3cccc(C)c3)C2)c(C)n(C)c1C (configuration not stated)	x	6%	0	8%	x	x
O=C(NN=Cc1ccccc1O)C(O)(c1ccccc1)c1ccccc1	x	x	2	x	u	61%[activator]
COc1ccc(Cl)cc1NC(=O)C(=O)N/N=C/c1cc(C)n(-c2ccc(C)cc2)c1C	-1%	-3%	2	-5%	-25%	36%[activator]
CN1CCN(c2ccc(CNC(=O)c3ccc4c(c3)OCCO4)cc2)CC1	1%	1%	-20	11%	16%	10%
Cc1ccc2[nH]c(C(=O)N/N=C/c3ccccc3C(=O)O)c(-c3ccccc3)c2c1	13%	-4%	-19	0%	3%	27%
C=CCc1cc(C)cc(C)c1OCCn1cncn1	-14%	-2%	14	-15%	10%	3%
N#Cc1cc2c(nc1SCc1cccnc1)CCCCC2	4%	-2%	-6	2%	-17%	0%
CC1N=C2c3ccccc3N=C(SCc3cc(=O)n4cc(Cl)ccc4n3)N2C1=O (configuration not stated)	-3%	-6%	-37	-16%	12%	3%
CCN(CCS(=O)(=O)c1ccc(Cl)cc1)C(=O)Nc1ccccc1	5%	-13%	8	1%	20%	10%
CN(C)C(=O)c1c(NC(=O)c2ccco2)sc2c1CCCCC2	-1%	1%	-2	u	u	6%
O=C(COC(=O)CNC(=O)C1CCCCC1)Nc1cccc(F)c1	x	-3%	-1	-3%	0%	15%
COc1ccc(-c2cc(C(=O)NCCCN3CCOCC3)on2)cc1OC	x	-8%	72	9%	0%	21%
CC(=O)NCCC(=O)Nc1ncc(S(=O)(=O)c2ccc([N+](=O)[O-])cc2)s1	x	u	-22	-18%	-18%	0%
O=[N+]([O-])c1cccc(C2=NCCC(c3ccccc3)O2)c1 (configuration not stated)	6%	-14%	3	-14%	-2%	9%
Cn1c(SCC(=O)c2ccccc2)nnc1-c1ccc(O)cc1	-2%	5%	-24	1%	6%	3%
Cc1nc(C2CC(=O)OC23CCCCC3)cs1 (configuration not stated)	3%	-13%	-8	1%	20%	3%
COc1cccc(OCC(O)CN2CCN(c3ccccc3)CC2)c1 (configuration not stated)	-14%&-4%	1%&1%	-20&88	10%&4%	6%&-1%	-9%&5%
O=C(c1ccc2ccccc2c1)N1CCc2ccccc21	-12%	5%	-23	56%[activator]	-11%	-5%
CCCCN(Cc1cccs1)S(=O)(=O)c1ccc(-c2ccc(=O)[nH]n2)s1	-2%	-4%	-68*	-1%	-22%	-6%
COc1ccc(Br)cc1[C@H]1[C@H]2C=CC[C@@H](C)[C@@H]2C(=O)N1Cc1ccccc1	-15%	10%	22	u	u	-22%
Clc1cccc(CSc2nnc(-c3ccccn3)n2Cc2ccco2)c1	5%	-15%	-37	40µM*	-25%	8%
O=C1C(=Cc2ccco2)CCC1=Cc1ccco1	x	x	u	x	0%	u
COc1ccccc1N1CCN(C(=O)c2ccccc2SCC(=O)N2CCCC2)CC1	x	0%	-25	-32%	7%	-20%
O=C(OCN1C(=O)c2ccccc2C1=O)c1ccco1	-1%	-11%	-15	-13%	18%	-11%
CCOC(=O)c1c(S(=O)(=O)N2CCCC2)c(C)n(C)c1C	-4%	1%	0	6%	9%	4%
N#CCCCCN1c2cccc3cccc(c23)S1(=O)=O	-25%	-6%	0	35%	16%	13%

# Single values from the results shown:
# CC/C(=N\NC(=O)CNC(=O)/C=C/c1ccco1)c1ccccc1 | HCMV antiviral = 10
# Cn1c(SCC(=O)c2ccccc2)nnc1-c1ccc(O)cc1 | Giardia FBPA inh = -2%
# Cc1cc(F)ccc1NC(=O)c1ccc(NS(=O)(=O)c2cc(C(C)(C)C)ccc2C)cc1 | AMA1 RON2 block = -5%
# N#Cc1cc2c(nc1SCc1cccnc1)CCCCC2 | HCV inh = -17%
# CC12CCC(C(=O)NCCc3ccccc3)(OC1=O)C2(C)C (configuration not stated) | Sm TGR inh = 0%
# O=C(NC1CCCC1)C(=O)N(Cc1cccnc1)C(C(=O)NCc1ccco1)c1ccccc1F (configuration not stated) | HCMV antiviral = 7

# Looked up by compound from the list above:
structure	Giardia FBPA inh	AmpC inh detg	HCMV antiviral	Sm TGR inh	HCV inh	AMA1 RON2 block
CCOC(=O)c1c(S(=O)(=O)N2CCCC(C(=O)NCc3cccc(C)c3)C2)c(C)n(C)c1C (configuration not stated)	x	6%	0	8%	x	x
O=[N+]([O-])c1cccc(C2=NCCC(c3ccccc3)O2)c1 (configuration not stated)	6%	-14%	3	-14%	-2%	9%
